Screens: PubChem, National Center for Advancing Translational Sciences (NCATS)
BRCT PPI green: inhibitors of human BRCA1 BRCT-phosphoprotein interaction (green fluorophore); P38398; BRCA1 BRCT-phosphopeptide binding, green fluorescence polarization; Potency, µM (top dose mostly 76.9 µM), for the others: at the highest dose activity change, negative = inhibition, hits mostly inhibitors; hit rate 0.05% among 75,000;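 further: potency means the concentration at half of the fitted maximal effect; plate controls were peptide without protein for full effect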
Target sequence (P38398 whole entry, looked up): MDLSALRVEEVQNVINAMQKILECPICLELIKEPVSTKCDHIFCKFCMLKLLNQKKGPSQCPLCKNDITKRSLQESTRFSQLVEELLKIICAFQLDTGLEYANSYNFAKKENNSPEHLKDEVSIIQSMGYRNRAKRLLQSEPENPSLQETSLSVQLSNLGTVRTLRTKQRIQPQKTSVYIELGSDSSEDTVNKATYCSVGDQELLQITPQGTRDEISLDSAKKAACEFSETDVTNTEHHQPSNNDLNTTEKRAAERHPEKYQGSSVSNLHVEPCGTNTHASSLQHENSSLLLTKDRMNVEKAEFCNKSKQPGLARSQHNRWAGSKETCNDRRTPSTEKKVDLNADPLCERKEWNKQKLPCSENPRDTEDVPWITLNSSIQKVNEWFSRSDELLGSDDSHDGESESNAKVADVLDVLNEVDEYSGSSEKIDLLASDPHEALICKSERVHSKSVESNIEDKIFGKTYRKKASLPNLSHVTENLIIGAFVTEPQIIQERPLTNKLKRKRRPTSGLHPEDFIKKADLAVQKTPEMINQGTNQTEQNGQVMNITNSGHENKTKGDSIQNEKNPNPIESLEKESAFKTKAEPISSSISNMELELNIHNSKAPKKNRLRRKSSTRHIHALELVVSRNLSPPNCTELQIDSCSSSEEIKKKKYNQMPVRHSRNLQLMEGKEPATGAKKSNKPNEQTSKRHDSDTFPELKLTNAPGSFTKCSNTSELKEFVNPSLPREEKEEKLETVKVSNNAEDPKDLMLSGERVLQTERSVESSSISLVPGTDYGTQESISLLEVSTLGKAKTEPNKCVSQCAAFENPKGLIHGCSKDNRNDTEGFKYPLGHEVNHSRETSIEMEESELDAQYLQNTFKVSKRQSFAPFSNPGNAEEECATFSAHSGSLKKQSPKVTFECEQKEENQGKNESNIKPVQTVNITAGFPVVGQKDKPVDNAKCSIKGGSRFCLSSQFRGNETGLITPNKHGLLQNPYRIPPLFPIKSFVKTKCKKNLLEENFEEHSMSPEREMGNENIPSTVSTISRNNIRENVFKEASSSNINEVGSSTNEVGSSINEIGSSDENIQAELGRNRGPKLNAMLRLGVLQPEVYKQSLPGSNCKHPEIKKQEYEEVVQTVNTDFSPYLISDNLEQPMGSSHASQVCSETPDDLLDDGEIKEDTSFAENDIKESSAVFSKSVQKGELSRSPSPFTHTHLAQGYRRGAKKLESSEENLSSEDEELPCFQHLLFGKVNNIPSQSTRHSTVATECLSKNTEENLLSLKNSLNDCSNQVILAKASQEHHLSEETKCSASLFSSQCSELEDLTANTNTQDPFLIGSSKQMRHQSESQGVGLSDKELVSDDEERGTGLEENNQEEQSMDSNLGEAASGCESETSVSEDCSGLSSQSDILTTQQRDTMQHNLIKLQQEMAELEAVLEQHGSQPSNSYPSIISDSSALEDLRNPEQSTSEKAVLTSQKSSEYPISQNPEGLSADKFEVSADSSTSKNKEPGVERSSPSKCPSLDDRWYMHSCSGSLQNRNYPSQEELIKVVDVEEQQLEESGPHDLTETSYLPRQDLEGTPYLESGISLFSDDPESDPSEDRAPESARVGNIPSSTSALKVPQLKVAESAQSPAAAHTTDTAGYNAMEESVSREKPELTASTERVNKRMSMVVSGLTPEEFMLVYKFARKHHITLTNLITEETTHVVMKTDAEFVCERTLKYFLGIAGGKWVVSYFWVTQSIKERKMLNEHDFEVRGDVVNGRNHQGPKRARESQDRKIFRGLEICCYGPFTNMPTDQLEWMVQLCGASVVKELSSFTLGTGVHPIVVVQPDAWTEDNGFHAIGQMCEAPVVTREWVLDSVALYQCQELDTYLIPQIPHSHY
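Fluorescence polarization: His-tagged BRCT (~35 kDa BRCA1 C-terminus, 250 nM) bound to 100 nM fluorescein-labeled phosphorylated 10-aa BACH1 peptide, pH 7.3 phosphate buffer with DTT and Tween 20. Compounds incubated 12 min at room temperature; inhibition read as lowered polarization.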
4-MU autofl: 4-MU region autofluorescence | compound autofluorescence, 340/450 nm, 4-MU equivalents; stronger effect = higher value | max dye-equivalent concentration, M | hit rate 11% among 59,000; in the data active means max dye-equivalent concentration above about 10 nM; inconclusive means mostly about 1.1 nM to 9.6 nM
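Compounds in 100 mM Tris, pH 8.0, incubated 15 min at room temperature, then fluorescence read at 340 nm excitation/450 nm emission. Signal converted to 4-MU dye-equivalent concentration using an on-plate six-point 4-MU standard curve.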
GFP derepression: epigenetic GFP locus derepression in mouse cells. Potency, µM (titrated, usually from 46.1 µM), for the others: at the highest dose GFP derepression (activation). mouse C127i GFP locus derepression, cytometry, 30 h. hit rate 0.09% among 68,000. AID 597; further: % of control where 0% means no effect
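Derepression screen: silenced CMV-GFP reporter in murine C127i cells, 30 h compound incubation at 37 C, washed cells imaged by laser-scanning cytometer to enumerate GFP-expressing objects of 20 to 120 um.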
Hsp90 Hop PPI: changes Hsp90-Hop TPR2A binding signal, up or down. AlphaScreen TPR2A-His6 binding biotin-Hsp90 C-terminal peptide. hit rate 0.44% among 71,000. Potency, µM (highest dose often 57 µM), inactives show top-dose activity change, negative = inhibition; active means well fitted curve in either direction with a large enough effect; inconclusive means small, poorly fitted or top-dose-only effect, or another doubt; further: potency means the concentration at half of the fitted maximal effect; on the % scale 0 is the no-effect control and ±100 the full control effect; many of its hits are not listed in these tables
BRCT inh red: BRCT-phosphoprotein interaction inhibition (red fluorophore). P38398. BRCT-phosphopeptide binding, red fluorescence polarization. Potency, µM (highest dose often 76.9 µM), without a hit: at the highest dose activity change, negative = inhibition, most hits filed as inhibitors. hit rate 0.03% among 75,000. AID 892; further: on the % scale 0 is the no-effect control and ±100 the full control effect
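Rhodamine-labelled pBACH1 10-mer (100 nM) bound to BRCT domain (100 nM) at pH 7.3; compounds incubated 12 min room temperature, polarization read. Free peptide defines full inhibition; unlabelled decapeptide titrated as control.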
DNA Pol III inh: blocks replication by bacterial DNA polymerase III holoenzyme; reconstituted DNA polymerase III holoenzyme replication, biochemical; Potency, µM (doses to about 57.1 µM), for the others: top-dose activity change, negative = inhibition; hit rate 0.25% among 71,000; further: potency means the concentration at half of the fitted maximal effect; on the % scale 0 is the no-effect control and ±100 the full control effect
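Reconstituted *E. coli* holoenzyme (0.35 nM Pol III, 1 nM beta, 154 nM SSB, 2 nM primase) was preincubated with compound for 15 min at RT. Synthesis on 1.4 nM ssM13Gori ran 35 min, then was stopped with PicoGreen/EDTA and read as dsDNA fluorescence.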
HBB splicing: modulators of hemoglobin beta chain splicing; HBB splicing reporter cell assay, activation; EGFP reporter with mutant IVS2-654 intron; response scale: normalised to 500 nM splice-correcting PNA; Potency, µM (highest dose often 46.1 µM), for the others: top-dose activation, usual class: activators; hit rate 0.06% among 65,000; AID 925; further: potency means the concentration at half of the fitted maximal effect; 0% is about no effect
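HeLa cells stably expressing EGFP interrupted by mutant beta-globin intron 2 (IVS2-654), 500/well in 2% FCS. Treated with compound for 2 days at 37C. Splicing correction scored as total well GFP intensity (488 nm excitation, 500-520 nm emission); 500 nM antisense PNA served as control.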
Ub-GFP proteasome: inhibits proteasome, raising ubiquitin-GFP reporter fluorescence; AID 526; Potency, µM (top dose mostly 45.9 µM), for inactives: top-dose activation (GFP accumulation), usual class: activators; Ubiquitin-GFP reporter cells, proteasome inhibition, GFP fluorescence; response scale: untreated = 0%, 10 µM MG-132 = 100%; 67,000 tested, under 10 active; active means well fitted activation curve with a large enough effect, not every such curve was filed as active; inconclusive means small, poorly fitted or top-dose-only effect, or another doubt; inactive means no such curve, though single readings can be large or run the other way; further: potency means the concentration at half of the fitted maximal effect
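U2OS Ub(G76V)-GFP reporter; O/N plating, 0.5% FBS; cpd 46 uM–2.9 nM, 4 h, 37 °C; GFP+ cell count, 488/515 nm; norm. to basal vs 10 uM MG-132; CRC fit.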
15-hLO inh: inhibitors of human 15-lipoxygenase (ALOX15); AID 887; P16050; hit rate 1.4% among 74,000; purified 15hLO-1, xylenol orange hydroperoxide absorbance; Potency, µM (series often up to 57.1 µM), inactives show top-dose activity change, negative = inhibition, most hits filed as inhibitors; further: potency means the concentration at half of the fitted maximal effect; on the % scale 0 is the no-effect control and ±100 the full control effect; nearly all actives have a fitted effect of over 55% in size
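Compounds were preincubated 15 min at room temperature with 40 nM purified human enzyme (25 mM Hepes pH 7.5, 0.01% Triton X-100); 50 uM arachidonic acid reacted 6 min. Fe-xylenol orange detection, 30 min, absorbance ratio 573/405 nm.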
CRE-bla Fsk: CRE-bla signaling modulation under forskolin stimulation; Potency, µM (titrated, usually from 38.2 µM), for inactives: at the highest dose activity change, negative = inhibition, actives largely listed as activators; hit rate 2.5% among 71,000; CHO CRE-bla reporter (cAMP response element driving beta-lactamase), forskolin EC10, beta-lactamase ratio; active means well fitted activation curve with a large enough effect in the signal ratio, with a control signal flat, not every such curve was filed as active; inconclusive means small, poorly fitted or top-dose-only effect, or effect the other way, or a change in a side signal; the % refers to the signal ratio; further: potency means the concentration at half of the fitted maximal effect; % of control where 0% means no effect
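Modulation of forskolin signalling: compounds in titration series added with EC10 NKH 477 to CHO cells carrying a CRE-driven beta-lactamase reporter, 3 h, 37C. CCF4 FRET ratio (460/530 nm, ex 405 nm) gives %activity and AC50.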
A350 fluor: A350 region autofluorescence | Compound autofluorescence, 340/450 nm, Alexa 350 dye-equivalents; stronger effect = higher value | max dye-equivalent concentration, M | hit rate 11% among 59,000 | AID 590; in the data active means max dye-equivalent concentration above about 10 nM; inconclusive means mostly about 1.1 nM to 9.6 nM
* hit, by the source's call; i = inactive; ? = inconclusive; . = not tested or not shown; & = joins results of further samples; ! = not active in a repeat; [ ] = dose if it differs, or a comment. Unless noted, the call rests on the fitted dose curve; in most records, active means well fitted curve in the direction sought with a large enough effect; inconclusive means small, poorly fitted or top-dose-only effect, or another doubt; inactive means no such curve, though single readings can be large; an effect the other way counts as inactive or inconclusive.

Order of results: BRCT PPI green, 4-MU autofl, GFP derepression, Hsp90 Hop PPI, BRCT inh red, DNA Pol III inh, HBB splicing, Ub-GFP proteasome, 15-hLO inh, CRE-bla Fsk, A350 fluor
- COCCCN=CC1=C(O)CC(C)(C)CC1=O
  -0.5%, i, 0%, ?, -2.4%, -3%, 0.9%, -11%, 3%, ?, i
- Cc1cccc(NC(=O)Nc2ccc(C#N)cc2)n1
  -4.1%, ., 10%, -2%, -1.3%, 25µM*, -0.8%, -4%, -4%, ?, .
- CN1CC=C2C(C#N)=C(N)C(C#N)(C#N)C(Cc3ccccc3)C2C1 (configuration not stated)
  ?, 7.5e-07M*, 8%, -19%, -0.5%, 7%, 0.3%[57.5 µM], -4%, ?, 7%, 7.1e-07M*
- Cc1ccc2cc3cc(C(=O)N4CCCCCC4)oc3nc2c1
  2.2%, 1.2e-08M*, 0%, 7%, -6.1%, -3%, -1.1%, 1%, -6%, 28%, 1.1e-08M*
- CCCCCSc1nc2c(c(=O)[nH]c(=O)n2C)n1C(C)C
  -1.3%, ., ., -3%, -1.7%, -4%, 0.5%, 21%, 7%, 10µM*, .
- C=CCn1c(=O)c2c3c(sc2n2c(Nc4ccc(OC)cc4)nnc12)CCCC3
  -1.3%, i, 6%, -11%, -0.8%, 3%, 0.0%, 15%, ?, 19%, i
- CCOC(=O)c1ccc2nc(NC(=O)C(C)C)sc2c1
  -2.6%, ., ., 3%, -2.1%, -8%, -0.7%, 6%, 11%, -9%, .
- Cc1ccc(Cl)cc1N1CCN(S(=O)(=O)c2cccc(S(=O)(=O)N3CCCC3)c2)CC1
  -2.0%, i, -1%, ?, -1.8%, 2%, 0.0%[57.5 µM], 1%, -19%, 22%, i
- CCOc1cc(S(=O)(=O)N2CCN(Cc3ccccc3)CC2)ccc1Br
  -3.3%, i, 0%, 6%, -0.3%, 10%, -0.1%, -3%, -10%, -9%, i
- CCCCOc1ccc(/C(O)=C2/C(=O)C(=O)N(CCCOC)C2c2ccncc2)cc1C (configuration not stated)
  0.1%, ., 2%, -7%[11 µM], 1.4%, -6%[11.4 µM], -4.7%[0.0738 µM], -14%[9.17 µM], 0%[11.4 µM], ?, .
- Cc1cc(C)nc(N2CCC(C(=O)Nc3cccc(C(F)(F)F)c3)CC2)n1
  -1.7%, ?, 0%, 0%, -0.9%, -4%, -2.4%, 2%, 1%, -6%, 1.2e-08M*
- Cc1cccc(OCC(O)Cn2c(=N)n(CCN3CCOCC3)c3ccccc32)c1 (configuration not stated)
  -0.5%, i, 0%, -2%, -1.3%, 5%, ., 4%, -20%, -3%, i
- CSCC[C@H](NC(=O)OC(C)(C)C)c1nnc(SCC(N)=O)o1
  0.1%, 1.1e-08M*, -3%, -3%, 0.9%, -1%, -5.9%[57.5 µM], -2%, 12%, 0%, 1.4e-08M*
- NS(=O)(=O)c1ccc(CCNC(=O)CNC(=O)C2CCCCC2)cc1
  -1.3%, i, 0%, -1%, -0.1%, -1%, -0.9%, 5%, 4%, 10%, i
- CN1CCN(c2nc(-c3cccnc3)nc3ccccc23)CC1
  -0.3%&-1.6%, i, -4%, -4%&0%, -3.2%&-1.0%, -16%&-3%, 0.0%[9.22 µM], 2%&-2%, 2%&31%, 10µM*!, i
- COc1ccc(CC(=O)NCc2nnc(SCC(=O)Nc3nccs3)n2-c2ccccc2)cc1
  -1.4%, ., ., -4%, -0.9%, -3%, -0.8%, -8%, 7%, -7%, .
- Cc1cc(N2CCN(S(=O)(=O)c3ccc4c(c3)OCCO4)CC2)n2ncnc2n1
  3.6%, i, 0%, 0%, -0.3%, -2%, ., -1%, 1%, 5µM*, i
- CCOC(=O)N1CCC(NC(=O)CCc2c(C)nc3c(c(C)nn3-c3ccccc3)c2C)CC1
  -0.3%, ., ., -1%[2.3 µM], 1.5%, -2%, 1.4%, 7%, 5%, -5%, .
- COC(=O)Nc1ccccc1C(=O)N1CCCCC1
  -1.4%, i, 4%, -4%, 0.4%, -2%, -0.4%, -7%, 4%, -6%, i
- O=C(c1ccc(Br)o1)N1CCN(c2ccccn2)CC1
  -1.6%, i, 0%, -2%, 0.6%, 1%, 0.4%, 5%, -2%, 0%, i
- CCOC(=O)Cc1nnn(CC(=O)OCC)n1
  -1.6%, ., 3%, -1%, 0.1%, 0%, -2.6%, 16%, 0%, 0%, .
- Cc1ccc(-c2nn3c(C)nnc3s2)cc1NC(=O)CSc1ccc(Cl)cc1
  3.1%, i, -2%, -2%, 1.2%, -1%, 0.6%, -1%, 4%, 0%, i
- Cc1ccc(-c2cc(C(F)F)n3ncc(C(=O)NCc4ccco4)c3n2)cc1
  -0.6%, 7.9e-08M*, -2%, -3%, -1.7%, -2%, 0.6%, 1%, -17%, 10%, 8e-08M*
- O=C(CCCCCN1C(=O)c2ccccc2C1=O)Nc1nccs1
  -1.7%, i, -2%, -3%, -2.2%, 2%, 2.2%, 5%, 0%, ?, i
- O=C(NC1c2ccccc2-c2ccccc21)N1CCCCC1
  -1.1%, ., 0%, -4%[11 µM], 0.2%, 3%[11.4 µM], -1.5%[0.0738 µM], 23%[9.17 µM], -2%[11.4 µM], ?, .
- CC[N+](CC)(CC)CCOc1ccc(/C=C\c2ccccc2)cc1
  -1.6%, ., -1%, -10%, -1.7%, -3%, ., -1%, 16µM*, -16%, .
- Cc1oc2cc(O)ccc2c(=O)c1Oc1ccccc1Br
  -0.2%, ., -2%, -4%, 1.4%, 2%, -0.3%, 6%, -13%, -6%, .
- O=C(COc1ccc(Cl)cc1)Nc1ccc(Cl)cn1
  1.4%, i, 0%, 10%, -0.2%, -1%, ., 9%, -3%, 3%, i
- COCCSc1ccccc1C(=O)Nc1nnc(COC)s1
  -2.6%, i, 3%, 2%, 0.3%, -4%, -2.0%, 0%, ?, ?, i
- COC(=O)N1CCC2(CCN(C(=O)Nc3cccc(F)c3)CC2)CC1
  -2.6%, i, -5%[9.22 µM], -14%, -0.6%, -4%, 1.6%, -4%, 5%, -2%, i

Copied from the list.
COC(=O)N1CCC2(CCN(C(=O)Nc3cccc(F)c3)CC2)CC1 – DNA Pol III inh = -4%
C=CCn1c(=O)c2c3c(sc2n2c(Nc4ccc(OC)cc4)nnc12)CCCC3 – Ub-GFP proteasome = 15%

(next part)
Order of results: BRCT PPI green, 4-MU autofl, GFP derepression, Hsp90 Hop PPI, BRCT inh red, DNA Pol III inh, HBB splicing, Ub-GFP proteasome, 15-hLO inh, CRE-bla Fsk, A350 fluor
- CC(C)CC(=O)NCC(C)NC(=O)CC(C)C (configuration not stated)
  -1.1%, i, -3%, -6%, -0.5%, -6%, 2.1%, 4%, 6%, ?, i
- O=C(C1CCN(S(=O)(=O)c2cccc3nsnc23)CC1)N1CCc2ccccc2C1
  -1.4%, 2.6e-08M*, -3%, -6%, 0.1%, -3%, -0.3%, -3%, -10%, ?, 2.6e-08M*
- COC(=O)Cn1c(C(=O)N2CCCC2)cc2c1C[C@H]1CN(C(=O)c3ccccc3)[C@@](Cc3ccc(F)cc3)(C(=O)OC)[C@@H]21
  -0.6%, ., ., ?, -1.2%, -14%, 1.0%, ., ., -26%, .
- COC(=O)CSc1nnc(-c2ccccc2OC)o1
  -0.8%, i, -3%, -2%, 0.5%, 7%, -1.5%, -4%, 4%, -6%, i
- O=C(NC(Cc1ccccc1)C(=O)O)c1ccccc1 (configuration not stated)
  -0.6%, i, 3%, -2%, 2.0%, -3%, 0.0%, -2%, -3%, -10%, i
- COc1ccccc1OC[C@H](O)CN1CCN(CC(=O)Nc2c(C)cccc2C)CC1
  -2.1%, ?, -1%, 1%, -1.2%, 15%, -1.0%, 2%, 11%, -4%, ?
- Cc1nc2ncnn2c(N2CCN(C(=O)c3cccc(F)c3)CC2)c1Cc1ccccc1
  -0.9%, ?, -1%, -1%, -0.5%, -8%, -0.4%[57.5 µM], -6%, -8%, -17%, ?
- CCOC(=O)C1CCCN(C(=O)c2sc3nc(-c4ccccc4)cn3c2C)C1 (configuration not stated)
  -0.4%, i, 0%, -3%, -1.9%, -7%, -0.5%, 13%, -3%, ?, i
- COc1ccc(-c2nc3cncnc3n(-c3ccccc3)c2=O)cc1
  6.1%, i, 8%[9.22 µM], -6%, -1.2%, 1%, 2.1%, 2%, 7%, 2.5µM*, ?
